Screens deposited in PubChem BioAssay by several laboratories.
PTEN del growth = suppresses growth of cells with PTEN deletion | HCT116 PTEN-null viability, CellTiter-Glo, 60 h; stronger effect = lower value | viability, % at 10 µM | hit rate 1.2% among 140,000;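 active means viability at or below a set limit, 4 SD under the median of all tested compounds, cut at about 3.7% in these data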;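 further: PTEN knockout HCT116 line with beta catenin targeted HCT116 as companion control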
E-sel TNF inh = blocks E-selectin expression induced by TNF alpha; HUVEC TNFa-induced E-selectin immunofluorescence, high content; inhibition, % at 2 µM; hit rate 0.71% among 120,000; AID 1246;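 active means inhibition above the batch mean plus 3 SD, and confirmed as a hit on visual image review, cut at about 43% in these data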;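 further: 0% = TNF-stimulated DMSO wells and 100% = unstimulated control wells; not every result past the cut was called active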
Yeast growth inh = chemicals that inhibit yeast BB579 growth in restrictive medium (lifespan-shortening candidates) | hit rate 0.51% among 140,000 | S. cerevisiae BB579 growth, OD615, 48 h | inhibition, % at 10 µM;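 active means inhibition above a set limit, 3 SD over the mean compound inhibition, cut at about 44% in these data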; further: inactives centre near -24
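System: Saccharomyces cerevisiae DeaD strain BB579, replicative lifespan model yeast | Buffer or medium: Restrictive glucose-based CSMM-D medium | Times: 4 h preincubation and 48 h exposure at 30 °C | Detection: OD615 turbidity measurement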
Phagocyt inh = blocks phagocytosis by macrophages; inhibition, % at 5 µM; AID 1029; hit rate 0.07% among 110,000; J774A.1 macrophage IgG-bead phagocytosis, imaging;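 active means inhibition above the mean of the plate negative controls plus 5 SD, cut at about 13% in these data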;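 further: phagocytic index as fraction of beads internalized from green versus red external bead signal; plate controls were DMSO negative control for no effect and cytochalasin-D positive control for full effect; some results beyond the cut were filed as inactive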
HCT116 bCat-KO = beta-catenin-lacking colon tumor cell growth suppression | HCT116 beta-catenin knockout viability, CellTiter-Glo, 60 h; stronger effect = lower value | viability, % at 10 µM | hit rate 1.5% among 140,000 | AID 818;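 active means viability at or under a set limit, the compound median less 4 SD, cut at about 6% in these data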;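 further: 0% = Hyamine 1622 control at 20 µM and 100% = untreated cell control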
Measles CPE = protection of cells from measles virus; hit rate 1.5% among 140,000; Measles virus-infected cells, CPE protection, absorbance; AID 841; protection (pct of control), % at 4 µM; in the data active means protection mostly above about 24%, no sharp cut-off; inactive means mostly below about 26%; further: some compounds called inactive have numbers as strong as hits
MRP-1 activ = activates MRP-1 | viability increase, % at 10 µM | hit rate 0.61% among 140,000 | AID 799 | H69AR cells + doxorubicin, viability rescue, CellTiter-Glo;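 active means viability gain under doxorubicin at or above a set limit, the compound median plus 3 SD, cut at about 4.7% in these data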;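 further: MRP-1 overexpressing cells given doxorubicin 25 µM after compound pretreatment; 18-22 h compound pretreatment then 72 h with doxorubicin before readout; 0% = doxorubicin-only wells and 100% = vehicle-treated cells without doxorubicin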
Yeast life ext = extends the lifespan of yeast. S. cerevisiae growth with nicotinamide, OD615; deaD strain in restrictive glucose medium. hit rate 0.68% among 130,000. inhibition of the nicotinamide effect, % at 10 µM;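 active means inhibition above a set limit, placed 3 SD over the median of all compounds, cut at about 26% in these data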;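 further: 0% = nicotinamide-treated wells and 100% = cells grown without nicotinamide; some compounds called inactive have numbers as strong as hits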
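Material: Modified budding yeast, DeaD strain | Medium: Restrictive glucose medium | Probe or stimulus: 1.5 mM nicotinamide | Dosing: Single dose 10 µM compound, 0.25% DMSO | Times: 48 h at 30 °C | Technique: OD615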
GALR2 blocker = blocks the human galanin receptor 2. O43603. GALR2-expressing cells, antagonist mode. inhibition, % at 4 µM. hit rate 0.39% among 140,000. AID 828; in the data active means inhibition above about 27%;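 further: cells stimulated with galanin 1-16 at roughly its EC80; 0% = agonist challenge control and 100% = basal control without agonist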
Target sequence (O43603 whole entry, looked up): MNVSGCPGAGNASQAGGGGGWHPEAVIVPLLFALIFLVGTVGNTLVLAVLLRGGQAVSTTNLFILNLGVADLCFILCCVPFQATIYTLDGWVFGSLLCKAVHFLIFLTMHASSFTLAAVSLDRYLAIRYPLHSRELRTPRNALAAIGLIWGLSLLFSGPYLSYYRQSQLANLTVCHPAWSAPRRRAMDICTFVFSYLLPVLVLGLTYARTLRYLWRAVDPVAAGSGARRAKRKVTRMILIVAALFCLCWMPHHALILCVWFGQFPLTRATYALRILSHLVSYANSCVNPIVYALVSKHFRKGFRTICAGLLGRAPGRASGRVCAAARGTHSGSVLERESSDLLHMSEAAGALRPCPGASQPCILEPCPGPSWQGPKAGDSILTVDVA
NPY-Y2 antag = antagonists of human neuropeptide Y receptor Y2; hit rate 0.99% among 140,000; inhibition, % at 2.7 µM; P49146; NPY-Y2 expressing cells, antagonist mode; in the data active means inhibition above about 17%;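 further: 0% = vehicle with agonist challenge and 100% = reference antagonist with challenge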
Target sequence (P49146 whole entry, looked up): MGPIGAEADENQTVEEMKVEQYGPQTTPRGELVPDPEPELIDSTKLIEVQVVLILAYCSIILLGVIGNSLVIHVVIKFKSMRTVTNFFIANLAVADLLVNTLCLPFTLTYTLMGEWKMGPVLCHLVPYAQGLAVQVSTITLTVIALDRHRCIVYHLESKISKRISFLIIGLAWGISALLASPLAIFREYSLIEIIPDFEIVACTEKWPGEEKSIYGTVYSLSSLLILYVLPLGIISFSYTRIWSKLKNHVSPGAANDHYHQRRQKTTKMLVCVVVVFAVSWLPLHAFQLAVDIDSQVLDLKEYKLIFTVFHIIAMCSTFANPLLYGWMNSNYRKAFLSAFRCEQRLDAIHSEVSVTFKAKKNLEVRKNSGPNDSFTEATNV
Numbers without * were called inactive; nt = no result given. Random draw from the library. Share with any hit: about 6.3%.

SMILES	PTEN del growth	E-sel TNF inh	Yeast growth inh	Phagocyt inh	HCT116 bCat-KO	Measles CPE	MRP-1 activ	Yeast life ext	GALR2 blocker	NPY-Y2 antag
CCOC(=O)C(CC)Sc1nnc2n1C(C)(C)Cc1ccccc1-2 (centres undefined)	85	2	-40	nt	78	3	0.1	22	-7	5
CCOCCCNC(=O)C(c1ccc(C)cc1)N(Cc1ccc2c(c1)OCO2)C(=O)c1cnccn1 (centres undefined)	94	0	-9	nt	88	11	-2.0	-3	-4	-1
C=CCNc1nc(N(c2ccccc2)c2ccccc2)nc(-n2ccnc2)n1	95	-18	-4	-1	93	6	-3.0	-5	3	-1
CCCC(=O)N(CCc1ccccc1)Cc1nc2ccccc2c(=O)[nH]1	69	-18	8	0	69	10	-0.6	-3	1	3
Cc1cc(NC(=O)CSc2nc3ccccc3c(=O)n2CCCC(=O)NCc2ccccc2)n[nH]1	86	21	-29	nt	96	11	2.3	-12	-4	1
COc1ccc(C2=NN(C(=O)c3cccc([N+](=O)[O-])c3)C(c3cccc([N+](=O)[O-])c3)C2)cc1 (centres undefined)	91	1	-13	-1	80	5	-1.0	-1	-3	4
CN1C(=O)CC(C(=O)O)SC1=Nc1ccc(F)cc1 (centres undefined)	92	4	-20	nt	94	7	-0.3	nt	-8	3
CC(=O)Nc1sc(/C(C#N)=C/c2ccc(Cl)c(Cl)c2)nc1-c1ccc(C)cc1	80	nt	-24	5	82	2	-3.2	-3	-6	1
N#C/C(=C1\CCCN1)c1nc(-c2ccccc2)cs1	85	16	-9	-1	99	5	-4.0	-29	1	-1
O=C(OC(C(=O)Nc1ccc(Cl)c(C(F)(F)F)c1)c1ccccc1)C1=COCCO1 (centres undefined)	88	0	-19	-3	84	4	-4.0	-1	-5	0
Cc1ccc(C(=O)NCC(=O)OCC(=O)Nc2ccccc2[N+](=O)[O-])cc1	101	2	-45	1	98	4	-1.0	0	3	4
CC(=O)NCCOc1cccc2ccccc12	93	16	-2	nt	93	13	-1.6	-18	-2	3
CCC(NC(=O)c1ccc([N+](=O)[O-])cc1[N+](=O)[O-])c1ccccc1 (centres undefined)	89	-64	-28	-1	92	5	-3.8	2	11	1
O=c1nc(/C=C/c2cc([N+](=O)[O-])ccc2Cl)cc(C(F)(F)F)[nH]1	12	3	-26	0	10	55*	-2.8	-9	11	1
Cc1cccc(C(=O)O/N=C2/CC3CCC2(C)C3(C)C)c1 (centres undefined)	95	11	-32	nt	95	2	1.1	nt	2	5
CCCc1ccc(-c2cc(C(=O)NN3CCOCC3)c3ccccc3n2)cc1	83	-6	-19	-3	86	6	-2.5	-21	-14	2
CCOC(=O)c1c(CN2CCN(C)CC2)oc2ccc(OC)cc12	97	-1	-13	-2	98	37	-3.7	-19	-9	3
CCCOc1ccc(-c2nc(N)n[nH]2)cc1	97	nt	-27	nt	83	32	0.5	-1	-17	1
Clc1ncnc2scc(-c3ccc(Br)cc3)c12	90	nt	-7	-12	90	3	-4.6	1	21	5
O=C(O)c1ccc(-c2ccccc2)[nH]1	108	8	-44	0	108	22	-0.2	-10	-4	6
Cc1nc2ccccc2c(=O)n1/N=C/c1ccc(O)cc1	100	66*	5	nt	108	7	-2.6	-16	1	2
Cc1ccc(OCc2nc(-c3ccccn3)no2)cc1	97	17	-15	-1	108	24	0.9	-2	6	4
Cn1c(SCC(=O)Nc2cccc(F)c2)nnc1-c1cc2ccccc2o1	62	-1	-48	1	34	6	-3.4	47	9	0
CC(=O)c1c(NC(=O)C(C)C)nc(C)nc1-c1ccccc1	107	nt	-15	-2	94	1	-1.3	-7	10	2
CSc1ccc(NC(=O)NCCCN2CCN(c3ccccc3F)CC2)cc1	80	-13	-28	-2	70	7	1.1	-8	-1	2
C(=C\c1ccccc1)/CSc1nnc(-c2ccccn2)n1Cc1ccco1	16	9	-30	-4	16	4	-4.6	5	-1	20*
O=C1C(NS(=O)(=O)c2ccc(Cl)cc2)=C(N2CCCCC2)C(=O)c2ccccc21	65	-8	-16	-6	65	23	-4.4	9	-10	-6
COc1ccc(CCNC(=O)Cn2nnc(-c3ccccc3F)n2)cc1OC	92	10	-20	2	80	6	-1.0	-11	4	0
C#CCOC(=O)C(NC(=O)c1ccccc1)=C1CCCCC1	81	16	-64	-1	87	18	-0.8	0	-5	7
CSc1nc(NC(C)(C)C)nc(Oc2ccc(=O)n(C)n2)n1	90	-4	-35	nt	75	27	-2.6	-14	-2	-1
COc1ccc(-c2nnc3sc(COc4ccccc4)nn23)cc1	91	nt	-43	-1	93	3	-4.8	-3	-2	11
Cc1ccc(NC(=O)[C@@H]2CCCN2S(=O)(=O)c2ccccc2F)cc1S(=O)(=O)N1CCOCC1	98	nt	-29	-3	91	6	-3.0	1	-2	3
CCC(=O)Nc1ccc(C(=O)NNC(=O)COc2cc(C)ccc2C)cc1	113	8	-10	-1	97	4	-1.0	-1	-3	-2
Cc1cc(Br)ccc1SCC(=O)OCC(=O)NC(C)c1ccccc1 (centres undefined)	99	11	-1	-3	100	5	0.4	2	6	16
COc1ccc(C(CC(=O)Nc2cc([N+](=O)[O-])ccc2OC)c2ccccc2)cc1 (centres undefined)	65	5	-28	-6	76	11	-0.6	0	-1	9
CCOC(=O)c1ccc2nc(C(F)(F)F)[nH]c(=O)c2c1	103	21	8	0	106	34	-1.0	1	9	3
CN=Cc1sc2ccccc2c1O	100	nt	6	-2	96	3	-0.2	15	-9	3
COC(=O)Cc1ccc(N(Cc2ccccc2F)S(=O)(=O)c2ccc(C)cc2)cc1	89	1	-11	-2	77	15	-1.0	10	-1	7
COc1ccccc1OCc1ccc(C(=O)OCC2CCCO2)o1 (centres undefined)	103	5	-29	0	103	2	-0.8	-9	-4	1
C/C(=N/OCC(=O)Nc1ccc(C)cc1C)c1cccs1	101	-31	-9	-1	98	26	4.2	-9	8	4
CC1CCC/C(=C\Nc2ccccc2C(=O)O)C1=O (centres undefined)	104	-5	-13	-1	90	5	-1.6	-21	9	2
CC(C)(C)NC(=O)C(c1ccc(OCC(N)=O)cc1)N(C(=O)c1cccnc1)C1CC1 (centres undefined)	104	11	-36	-1	104	4	-0.1	-20	2	0
NC(=O)C1CCN(c2ccc(C(F)(F)F)cc2[N+](=O)[O-])CC1	91	4	-10	nt	94	5	-1.8	-12	-8	0
CCOC(=O)c1c(NC(=O)C(C)S(=O)(=O)c2cn(CC)c3ccccc23)sc2c1CCCC2 (centres undefined)	75	-26	-22	nt	85	5	0.9	7	-1	7
CCOC(=O)CSC(=S)NC(=O)c1ccc(OC)cc1	100	nt	-49	-3	94	2	4.1	40*	-12	2
O=C1CC(c2ccccc2)CC2=C1CN(C1CCCCC1)CN2 (centres undefined)	32	70*	-15	0	29	3	-4.9	-10	-2	4
Cn1cccc1C(=O)NC(=O)CSc1cccc[n+]1[O-]	97	-11	95*	0	99	16	-0.5	-11	-11	0
CC1CCCN(C(=O)c2ccc3nc[nH]c3c2)C1 (centres undefined)	107	-31	-66	0	102	19	0.2	4	4	2

Sorted by heavy-atom count (smallest number first): some entries from above.
SMILES	PTEN del growth	E-sel TNF inh	Yeast growth inh	Phagocyt inh	HCT116 bCat-KO	Measles CPE	MRP-1 activ	Yeast life ext	GALR2 blocker	NPY-Y2 antag
CN=Cc1sc2ccccc2c1O	100	nt	6	-2	96	3	-0.2	15	-9	3
CC1CCCN(C(=O)c2ccc3nc[nH]c3c2)C1 (centres undefined)	107	-31	-66	0	102	19	0.2	4	4	2
CC1CCC/C(=C\Nc2ccccc2C(=O)O)C1=O (centres undefined)	104	-5	-13	-1	90	5	-1.6	-21	9	2
Cn1cccc1C(=O)NC(=O)CSc1cccc[n+]1[O-]	97	-11	95*	0	99	16	-0.5	-11	-11	0
C/C(=N/OCC(=O)Nc1ccc(C)cc1C)c1cccs1	101	-31	-9	-1	98	26	4.2	-9	8	4
NC(=O)C1CCN(c2ccc(C(F)(F)F)cc2[N+](=O)[O-])CC1	91	4	-10	nt	94	5	-1.8	-12	-8	0
O=C1CC(c2ccccc2)CC2=C1CN(C1CCCCC1)CN2 (centres undefined)	32	70*	-15	0	29	3	-4.9	-10	-2	4
COc1ccccc1OCc1ccc(C(=O)OCC2CCCO2)o1 (centres undefined)	103	5	-29	0	103	2	-0.8	-9	-4	1
Cc1cc(Br)ccc1SCC(=O)OCC(=O)NC(C)c1ccccc1 (centres undefined)	99	11	-1	-3	100	5	0.4	2	6	16
CCC(=O)Nc1ccc(C(=O)NNC(=O)COc2cc(C)ccc2C)cc1	113	8	-10	-1	97	4	-1.0	-1	-3	-2
COC(=O)Cc1ccc(N(Cc2ccccc2F)S(=O)(=O)c2ccc(C)cc2)cc1	89	1	-11	-2	77	15	-1.0	10	-1	7
CC(C)(C)NC(=O)C(c1ccc(OCC(N)=O)cc1)N(C(=O)c1cccnc1)C1CC1 (centres undefined)	104	11	-36	-1	104	4	-0.1	-20	2	0
CCOC(=O)c1c(NC(=O)C(C)S(=O)(=O)c2cn(CC)c3ccccc23)sc2c1CCCC2 (centres undefined)	75	-26	-22	nt	85	5	0.9	7	-1	7

Carrying on.
SMILES	PTEN del growth	E-sel TNF inh	Yeast growth inh	Phagocyt inh	HCT116 bCat-KO	Measles CPE	MRP-1 activ	Yeast life ext	GALR2 blocker	NPY-Y2 antag
COc1cc(C)ccc1OCCOc1cc(C)ccc1Cl	86	-45	-34	nt	82	17	-1.2	-22	8	9
Cn1c(N2CCCC2)nc2c1c(=O)n(Cc1ccc(Cl)cc1)c(=O)n2C	79	nt	10	0	81	5	-0.2	10	3	3
O=C(CN1CCN(S(=O)(=O)c2ccccc2)CC1)Nc1ccc(Cl)c(Cl)c1	64	10	-5	-1	70	2	-5.4	-14	-7	1
O=C(CN1CCCC1)NC1C2CC3CC(C2)CC1C3 (centres undefined)	105	-18	-28	1	103	14	-0.4	-3	2	-1
CC(C)Cc1[nH]c(=O)c(C#N)c2c1CCCC2	88	-6	-44	1	81	3	-3.5	-22	-3	0
O=C(Cn1c(C(=O)N2CCN(C3CCCC3)CC2)cc2sccc21)c1ccccc1	71	9	0	-1	75	7	-4.1	-2	13	5
Cc1nnc(SCC(=O)Nc2nc(-c3ccccc3)cs2)n1N	95	7	-35	2	91	5	-3.5	-19	11	1
CCN(CC)c1ccc2cc(-c3nnc(-c4ccncc4)o3)c(=O)oc2c1	103	-16	-18	nt	100	8	-1.0	-13	-2	1
